TcdB inh: TcdB glycohydrolase inhibitors, primary screen, biochemical, single point, plate reader. Toxin B (Clostridioides difficile), P18177. inhibition, % at 9.99 µM. 350,000 tested, 0.24% active. TcdB glycohydrolase enzymatic assay; in the data active means inhibition above about 10%
* = called active by the depositor. Only part of the results is shown; rates above refer to the full screens.

SMILES | TcdB inh
CC(C)NC(=O)N(C)C[C@H]1Oc2cc(C#CC3CC3)ccc2S(=O)(=O)N([C@@H](C)CO)C[C@H]1C | 0.1
C[C@@H]1CN([C@H](C)CO)S(=O)(=O)c2ccc(-c3cncnc3)cc2O[C@@H]1CN(C)C(=O)CN(C)C | -1.1
CC(=O)N1[C@H](CO)[C@H](c2ccccc2)[C@H]1CN(CC1CCC1)C(=O)CN(C)C | 0.6
N#C[C@H]1[C@H](c2ccccc2C2=CCCCC2)[C@@H](CO)N1S(=O)(=O)c1ccccc1 | 1.0
O=C(c1cccnc1)N1CC(=O)N2[C@H](CO)[C@@H](c3ccc(-c4cccnc4)cc3)[C@@H]2C1 | 0.0
CCC(=O)N[C@H]1CC[C@H](CCn2cc(C3CC3)nn2)O[C@@H]1CO | -2.1
CN1CCN(C(=O)C[C@H]2CC[C@@H]3[C@H](COC[C@H](O)CN3CC3CCOCC3)O2)CC1 | -1.1
C[C@H]1CN([C@@H](C)CO)C(=O)c2cc(NC(=O)Nc3ccc(C(F)(F)F)cc3)ccc2O[C@H]1CN(C)Cc1ccccc1 | 0.6
C[C@@H]1CN([C@@H](C)CO)C(=O)c2cc(NC(=O)Nc3ccccc3)ccc2O[C@H]1CN(C)Cc1ccc(C(F)(F)F)cc1 | 1.1
CC=Cc1ccc2n(c1=O)C[C@@H]1[C@@H](CO)[C@H](C(=O)NCCC)[C@H]2N1CCC(F)(F)F (mixture of isomers) | 1.3
N#C[C@H]1[C@@H](c2ccccc2C2=CCCC2)[C@@H](CO)N1C(=O)c1cccc(F)c1 | 1.4
CN(C)C(=O)C[C@@H]1CC[C@@H]2[C@H](COC[C@@H](O)CN2Cc2ccc(C(F)(F)F)cc2)O1 | 1.3
COc1ccccc1-c1cnc2c(c1)C(=O)N([C@H](C)CO)C[C@H](C)[C@@H](CN(C)Cc1cncnc1)O2 | -0.1
Cc1ccccc1S(=O)(=O)N(C)C[C@H]1OCc2cn(nn2)CCCC(=O)N([C@H](C)CO)C[C@H]1C | -0.8
Cc1ccc(S(=O)(=O)Nc2ccc3c(c2)CC(=O)N([C@@H](C)CO)C[C@H](C)[C@H](CN(C)S(=O)(=O)c2c(C)noc2C)O3)cc1 | 1.0
C[C@H]1CN([C@@H](C)CO)S(=O)(=O)c2ccc(C#CC3(O)CCCC3)cc2O[C@@H]1CN(C)C(=O)Nc1ccccc1 | -0.1
C[C@H](CO)N1C[C@H](C)[C@@H](CN(C)Cc2ccc(C(=O)O)cc2)Oc2ccc(NS(=O)(=O)c3ccc(Cl)cc3)cc2C1=O | 1.4
C[C@H]1CN([C@@H](C)CO)C(=O)c2cc(NC(=O)Nc3ccccc3)ccc2O[C@@H]1CN(C)Cc1ccc(C(F)(F)F)cc1 | 0.2
C[C@@H]1CN([C@H](C)CO)C(=O)c2cc(NS(=O)(=O)c3cn(C)cn3)ccc2O[C@@H]1CN(C)Cc1ccc(C(=O)Nc2ccccc2N)cc1 | -0.8
CCC(=O)N[C@H]1CC[C@H](CCNC(=O)Nc2ccc(F)cc2)O[C@@H]1CO | 0.8
N#C[C@@H]1[C@@H](c2ccc(C#Cc3ccccc3F)cc2)[C@H](CO)N1C(=O)C1CC1 | 0.8
C[C@H](CO)N1C[C@H](C)[C@H](CN(C)CC2CCCCC2)Oc2ccc(NC(=O)Nc3ccc(C(F)(F)F)cc3)cc2C1=O | 0.8
COc1ccc(S(=O)(=O)Nc2ccc3c(c2)C(=O)N([C@H](C)CO)C[C@H](C)[C@@H](CN(C)C(=O)c2ccncc2)OCCCC[C@H](C)O3)cc1 | 0.9
C[C@@H]1CN([C@@H](C)CO)C(=O)c2cc(NC(=O)CCN3CCOCC3)ccc2O[C@@H]1CN(C)C | -0.2
CO[C@H]1CN(C)C(=O)c2ccc(NC(=O)c3cc(C)on3)cc2OC[C@H](C)NC[C@H]1C | 0.7
C[C@@H]1CCCCO[C@H](CN(C)Cc2ccc(C(=O)O)cc2)[C@H](C)CN([C@H](C)CO)C(=O)c2cc(NC(=O)c3ccncc3)ccc2O1 | 0.6
COc1ccc(NC(=O)Nc2ccc3c(c2)C(=O)N([C@H](C)CO)C[C@H](C)[C@H](CN(C)C(=O)Nc2ccc4c(c2)OCO4)OCCCC[C@H](C)O3)cc1 | 1.6
CC(C)NC(=O)N(C)C[C@@H]1Oc2ccc(NC(=O)Nc3ccccc3)cc2CC(=O)N([C@H](C)CO)C[C@H]1C | -0.2
CCCN(C)C[C@@H]1Oc2cc(-c3cccnc3)ccc2S(=O)(=O)N([C@H](C)CO)C[C@@H]1C | -0.2
CC(C)CC#Cc1ccc2c(c1)O[C@H](CN(C)CC1CC1)[C@H](C)CN([C@H](C)CO)S2(=O)=O | -2.0
Cc1cc(C(=O)Nc2cccc3c2O[C@H](CN(C)C(=O)NC2CCCCC2)[C@H](C)CN([C@@H](C)CO)C3=O)n(C)n1 | 0.2
C[C@@H]1CN([C@H](C)CO)C(=O)c2cc(NS(=O)(=O)c3ccccc3)ccc2O[C@@H](C)CCCCO[C@H]1CN(C)S(=O)(=O)c1ccccc1 | 1.1
O=C(C[C@H]1CC[C@H]2[C@@H](COC[C@H](O)CN2CCc2ccccc2)O1)NCCCN1CCOCC1 | 1.0
C[C@@H]1CN([C@@H](C)CO)S(=O)(=O)c2ccc(/C=C/c3ccccc3)cc2O[C@H]1CN(C)Cc1cccnc1 | 0.5
CN(C)C(=O)c1ccc(-c2ccc(C3[C@H]4CNC[C@@H]3N4C(=O)NC3CCCC3)cc2)cc1 (some centres undefined) | 0.3
COc1ccc(NC(=O)Nc2ccc3c(c2)CC(=O)N([C@H](C)CO)C[C@H](C)[C@H](CN(C)S(=O)(=O)c2ccc(OC)cc2)O3)cc1 | 0.3
C[C@@H]1CN([C@H](C)CO)S(=O)(=O)c2ccc(C3=CCCC3)cc2O[C@@H]1CN(C)C(=O)c1cccnc1 | 1.3
Cc1ccc(S(=O)(=O)N[C@@H]2CC[C@H](CCn3cc(C4CCCC4)nn3)O[C@H]2CO)cc1 | -9.0
Cc1noc(C)c1NC(=O)N[C@@H]1CC[C@H](CC(=O)Nc2ccccc2)O[C@H]1CO | 2.1
C=CCNC(=O)[C@H]1[C@@H]2C(=O)O[C@@H](c3ccccc3)[C@@H](c3ccccc3)N2[C@@H](c2ccccc2OCCO)[C@]12C(=O)Nc1ccc(C#CC3(O)CCCCCC3)cc12 | 0.4
COc1ccc2c3c([nH]c2c1)[C@H](CO)NCC31CCN(C(=O)C2CCOCC2)CC1 | 1.0
O=C(Cc1cccnc1)N1[C@H](CO)[C@H](c2ccccc2)[C@@H]1CNCC1CCC1 | 0.5
CN1CCN(C(=O)[C@H]2[C@H](CO)[C@H]3Cn4c(ccc(-c5cncnc5)c4=O)[C@H]3N2CC2CC2)CC1 | -0.3
COc1ccc(S(=O)(=O)N(C)C[C@H]2OCCCC[C@H](C)Oc3ccc(NC(=O)Nc4ccc(C(F)(F)F)cc4)cc3C(=O)N([C@H](C)CO)C[C@@H]2C)cc1 | -0.6
O=C(NCC[C@H]1CC[C@@H](NC(=O)C2CCOCC2)[C@@H](CO)O1)c1ccc(F)cc1 | -13.2
Cc1ccc(S(=O)(=O)Nc2ccc3c(c2)CC(=O)N([C@@H](C)CO)C[C@H](C)[C@@H](CN(C)CC2CCCCC2)O3)cc1 | 1.6
CCC(=O)Nc1ccc2c(c1)OC[C@H](C)N(C(C)=O)C[C@H](C)[C@@H](OC)CN(C)C2=O | 0.3
CS(=O)(=O)N1[C@H](C#N)[C@H](c2ccc(C#CC3CCCC3)cc2)[C@H]1CO | 1.2
Cc1noc(C)c1S(=O)(=O)Nc1ccc2c(c1)C(=O)N([C@H](C)CO)C[C@H](C)[C@H](CN(C)S(=O)(=O)c1cn(C)cn1)OCCCC[C@@H](C)O2 | -0.3
COc1ccc(S(=O)(=O)Nc2ccc3c(c2)C(=O)N([C@@H](C)CO)C[C@H](C)[C@H](CN(C)Cc2ccc(C(=O)O)cc2)OCCCC[C@@H](C)O3)cc1 | 1.2
C[C@@H]1CN([C@@H](C)CO)C(=O)c2cc(-c3ccccc3)cnc2O[C@@H]1CN(C)Cc1ccccc1 | 0.4
O=C(C[C@@H]1CC[C@@H]2[C@H](COC[C@@H](O)CN2Cc2cccc(F)c2)O1)NCc1cccc(F)c1 | -0.4
CCCNC(=O)C[C@H]1CC[C@@H]2[C@@H](COc3ccc(NC(=O)Nc4ccccc4F)cc3C(=O)N2C)O1 | 1.3
CC(C)NC(=O)N(C)C[C@H]1Oc2c(NS(C)(=O)=O)cccc2C(=O)N([C@@H](C)CO)C[C@@H]1C | -1.9
CCCNC(=O)[C@@H]1[C@@H](CO)[C@@H]2Cn3c(ccc(-c4cccc(C(=O)N(C)C)c4)c3=O)[C@H]1N2 | -10.6
C[C@@H]1CN([C@@H](C)CO)C(=O)c2cccc(NC(=O)C3CCCCC3)c2O[C@H]1CN(C)CC1CCCCC1 | 0.5
CCCN(C)C[C@H]1Oc2cc(-c3ccc(OC)cc3)ccc2S(=O)(=O)N([C@@H](C)CO)C[C@H]1C | -0.8
C[C@H](CO)N1C[C@H](C)[C@H](CN(C)Cc2ccc(C(=O)Nc3ccccc3N)cc2)Oc2c(NS(=O)(=O)c3ccc(F)cc3)cccc2C1=O | -1.3
O=C(NCC[C@H]1CC[C@@H](NC(=O)C2CCCCC2)[C@@H](CO)O1)c1ccc(F)cc1 | -1.0
CO[C@H]1CN(C)C(=O)c2cc(NS(=O)(=O)c3ccc(F)cc3)ccc2OC[C@H](C)NC[C@H]1C | -0.1

A draw from above in order of molar mass, smallest number first:
SMILES | TcdB inh
CN1CCN(C(=O)C[C@H]2CC[C@@H]3[C@H](COC[C@H](O)CN3CC3CCOCC3)O2)CC1 | -1.1
CO[C@H]1CN(C)C(=O)c2ccc(NC(=O)c3cc(C)on3)cc2OC[C@H](C)NC[C@H]1C | 0.7
CCCNC(=O)[C@@H]1[C@@H](CO)[C@@H]2Cn3c(ccc(-c4cccc(C(=O)N(C)C)c4)c3=O)[C@H]1N2 | -10.6
C[C@@H]1CN([C@@H](C)CO)C(=O)c2cc(-c3ccccc3)cnc2O[C@@H]1CN(C)Cc1ccccc1 | 0.4
O=C(C[C@@H]1CC[C@@H]2[C@H](COC[C@@H](O)CN2Cc2cccc(F)c2)O1)NCc1cccc(F)c1 | -0.4
Cc1ccccc1S(=O)(=O)N(C)C[C@H]1OCc2cn(nn2)CCCC(=O)N([C@H](C)CO)C[C@H]1C | -0.8
C[C@@H]1CN([C@@H](C)CO)C(=O)c2cccc(NC(=O)C3CCCCC3)c2O[C@H]1CN(C)CC1CCCCC1 | 0.5
CC(C)NC(=O)N(C)C[C@@H]1Oc2ccc(NC(=O)Nc3ccccc3)cc2CC(=O)N([C@H](C)CO)C[C@H]1C | -0.2
COc1ccc(NC(=O)Nc2ccc3c(c2)CC(=O)N([C@H](C)CO)C[C@H](C)[C@H](CN(C)S(=O)(=O)c2ccc(OC)cc2)O3)cc1 | 0.3
COc1ccc(NC(=O)Nc2ccc3c(c2)C(=O)N([C@H](C)CO)C[C@H](C)[C@H](CN(C)C(=O)Nc2ccc4c(c2)OCO4)OCCCC[C@H](C)O3)cc1 | 1.6

(further entries)
SMILES | TcdB inh
CCCC#Cc1cnc2c(c1)C(=O)N([C@H](C)CO)C[C@@H](C)[C@@H](CN(C)C(=O)c1cccnc1)O2 | 0.5
CO[C@@H]1CN(C)C(=O)c2cc(NC(C)=O)ccc2OC[C@@H](C)N(C(=O)Cc2ccccn2)C[C@H]1C | 0.3
COCC#Cc1ccc2c(c1)O[C@H](CN(C)C(=O)COC)[C@@H](C)CN([C@@H](C)CO)S2(=O)=O | -1.7
C[C@@H]1CCCCO[C@@H](CN(C)C)[C@@H](C)CN([C@@H](C)CO)C(=O)c2cc(NC(=O)C3CCCCC3)ccc2O1 | -2.7
C[C@@H]1CCCCO[C@H](CN(C)Cc2ccc(C(F)(F)F)cc2)[C@@H](C)CN([C@H](C)CO)C(=O)c2cc(NC(=O)CCCN(C)C)ccc2O1 | -1.0
C[C@H](CO)N1C[C@H](C)[C@@H](CN(C)C(=O)c2ccncc2)Oc2cc(C#Cc3ccncc3)ccc2S1(=O)=O | 0.5
Cc1ccc(S(=O)(=O)Nc2cccc3c2O[C@@H](CN(C)CC2CC2)[C@H](C)CN([C@H](C)CO)C3=O)cc1 | -0.1
O=C(NCC[C@H]1CC[C@H](NC(=O)C2CCCCC2)[C@@H](CO)O1)c1cc(Cl)cc(Cl)c1 | -1.5
COCC#Cc1cnc2c(c1)C(=O)N([C@H](C)CO)C[C@@H](C)[C@@H](CN(C)C(=O)Cc1ccncc1)O2 | 0.5
CCC(=O)N1[C@H](C(=O)NCC2CC2)[C@@H](CO)[C@@H]2Cn3c(cccc3=O)[C@@H]21 | -2.0
C[C@@H]1CCCCO[C@@H](CN(C)C(=O)c2ccncc2)[C@H](C)CN([C@@H](C)CO)C(=O)c2cc(NS(=O)(=O)c3ccc(Cl)cc3)ccc2O1 | 0.2
C[C@H]1CN([C@@H](C)CO)C(=O)c2cc(C3=CCCC3)cnc2O[C@@H]1CN(C)C(=O)c1cccnc1 | -0.1
COc1ccc(-c2cnc3c(c2)C(=O)N([C@@H](C)CO)C[C@H](C)[C@@H](CN(C)S(C)(=O)=O)O3)cc1 | -2.4
COc1cccc(CN2CC3(CN(Cc4ccccn4)C3)c3c([nH]c4cc(OC)ccc34)[C@@H]2CO)c1 | 1.0
CC(C)NC(=O)Nc1ccc2c(c1)C(=O)N([C@@H](C)CO)C[C@H](C)[C@@H](CN(C)S(=O)(=O)c1ccccc1)O2 | 0.7

Next part; the last two above are carried over.
SMILES | TcdB inh
COc1cccc(CN2CC3(CN(Cc4ccccn4)C3)c3c([nH]c4cc(OC)ccc34)[C@@H]2CO)c1 | 1.0
CC(C)NC(=O)Nc1ccc2c(c1)C(=O)N([C@@H](C)CO)C[C@H](C)[C@@H](CN(C)S(=O)(=O)c1ccccc1)O2 | 0.7
CO[C@@H]1CN(C)C(=O)c2cc(NS(=O)(=O)c3ccc(F)cc3)ccc2OC[C@@H](C)NC[C@@H]1C | -0.6
O=C(Nc1ccccc1)[C@@H]1[C@@H](CO)[C@@H]2Cn3c(cccc3=O)[C@@H]2N1C(=O)C1CCCC1 | -0.8
C[C@@H]1CN([C@H](C)CO)C(=O)c2cccc(NS(=O)(=O)c3cn(C)cn3)c2O[C@@H]1CN(C)Cc1ccc(C(=O)Nc2ccccc2N)cc1 | 0.3
CNC[C@@H]1Oc2ccc(NS(=O)(=O)c3cn(C)cn3)cc2C(=O)N([C@@H](C)CO)C[C@@H]1C | -1.4
